# Screens from PubChem BioAssay.
# TCR-CD3 inh: blocks the human TCR-CD3 interaction | TAMRA-labeled TCR probe fluorescence, biochemical | inhibition, % at 9.4 µM | hit rate 0.37% among 360,000 | AID 651800; in the data active = inhibition above about 19%;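 note: recombinant mutant TCR 2C K166C tagged with TAMRA read by polarization; 0% = receptor in buffer alone and 100% = receptor with positive control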
# LEDGF integ inh: blocks HIV-1 LEDGF/p75-dependent DNA integration | TR-FRET IN-LEDGF/p75 DNA integration, Eu/Cy5 | inhibition, % at 3.7 µM | hit rate 0.64% among 370,000;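 active = inhibition above the screen-wide mean plus 3 SD, cut at about 13% in these data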;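 note: signal is the Cy5 over europium emission ratio at 671 and 618 nm; 0% = plate median of compound wells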
# HTRA1 inhibitor: inhibitors of human serine peptidase HTRA1 | recombinant HTRA1, FP-rhodamine activity-based probe, fluorescence polarization | inhibition, % at 5.96 µM | hit rate 0.5% among 340,000 | Q92743 | AID 504803; in the data active = inhibition above about 36%;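 note: 0% = enzyme with DMSO and 100% = wells lacking enzyme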
# GC-B act: GC-B (human) receptor activation; HEK293-GC-B cells, CNP EC30, cGMP TR-FRET; 0% at EC30 CNP, 100% saturating CNP; activation, % at 10 µM; hit rate 0.11% among 370,000; AID 1920062;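 active = activation at 10 µM reaching about 35% in either raw or pattern-adjusted values, limit read from the data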
# MBD2 DNA inh: blocks human MBD2 binding to methylated DNA | Q9UBB5 | inhibition, % at 4.4 µM | TR-FRET, MBD2 binding to methylated oligonucleotide | hit rate 0.31% among 370,000; in the data active = inhibition above about 13%
# SIAE primary: inhibitors of human sialic acid acetylesterase SIAE; hit rate 0.69% among 370,000; Q9HAT2; SIAE FP-Rh probe binding, fluorescence polarization; inhibition, % at 9.66 µM;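 active = inhibition above a cutoff: mean of compounds within the control limits plus 3 SD of those, cut at about 17% in these data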;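 note: 0% = plate median of compound wells and 100% = probe without SIAE protein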
# Target sequence (Q9HAT2 whole entry, looked up): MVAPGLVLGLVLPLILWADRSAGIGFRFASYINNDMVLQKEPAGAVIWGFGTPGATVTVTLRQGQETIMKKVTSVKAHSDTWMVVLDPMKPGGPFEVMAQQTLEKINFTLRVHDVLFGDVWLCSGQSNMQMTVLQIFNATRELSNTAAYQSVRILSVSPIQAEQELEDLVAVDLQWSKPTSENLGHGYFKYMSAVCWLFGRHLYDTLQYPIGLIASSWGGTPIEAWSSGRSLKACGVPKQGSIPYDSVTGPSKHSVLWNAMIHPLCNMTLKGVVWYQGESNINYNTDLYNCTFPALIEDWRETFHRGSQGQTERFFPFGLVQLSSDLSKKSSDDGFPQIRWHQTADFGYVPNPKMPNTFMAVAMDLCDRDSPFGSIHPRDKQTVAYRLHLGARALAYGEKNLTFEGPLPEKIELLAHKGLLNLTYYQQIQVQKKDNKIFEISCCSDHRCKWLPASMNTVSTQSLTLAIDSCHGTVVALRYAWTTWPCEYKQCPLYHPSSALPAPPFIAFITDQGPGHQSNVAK
# TDP2 inh: TDP2 (human) inhibition, absorbance primary screen. O95551. recombinant TDP2, T5PNP hydrolysis, p-nitrophenol absorbance 415 nm. inhibition, % at 12.8 µM. hit rate 0.34% among 370,000;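 active = inhibition above the mean of all tested compounds plus 3 SD, set per campaign, cut at about 25% in these data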;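 note: 0% = DMSO with enzyme and 100% = buffer with substrate but no TDP2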
#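 Assay system: Recombinant human TDP2 | Quantity: 120 nM TDP2 per well | Incubation: 2 h at 37 °C | Signal: Epi absorbance | Evaluation: Percent inhibition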
# rCAG binder: binds r(CAG) RNA repeats. AID 651821. hit rate 1.3% among 370,000. inhibition, % at 3 µM. r(CAG) RNA repeat, TO-PRO-1 dye displacement fluorescence;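 active = inhibition above the plate cutoff, the mean of all test compounds on that plate plus 3 SD, cut at about 35% in these data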;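 note: 0% = DMSO alone and 100% = 100 µM mitoxantrone as full dye displacement; higher means more dye released from RNA so lower well fluorescence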
# PRMT1 FP inh: PRMT1 (human) inhibition, primary screen | hit rate 1.3% among 370,000 | recombinant PRMT1, activity-based probe fluorescence polarization | inhibition, % at 2.79 µM | Q99873;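 active = inhibition above about 21% made by adding two undisclosed values, limit read from the data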
# Target sequence (Q99873 whole entry, looked up): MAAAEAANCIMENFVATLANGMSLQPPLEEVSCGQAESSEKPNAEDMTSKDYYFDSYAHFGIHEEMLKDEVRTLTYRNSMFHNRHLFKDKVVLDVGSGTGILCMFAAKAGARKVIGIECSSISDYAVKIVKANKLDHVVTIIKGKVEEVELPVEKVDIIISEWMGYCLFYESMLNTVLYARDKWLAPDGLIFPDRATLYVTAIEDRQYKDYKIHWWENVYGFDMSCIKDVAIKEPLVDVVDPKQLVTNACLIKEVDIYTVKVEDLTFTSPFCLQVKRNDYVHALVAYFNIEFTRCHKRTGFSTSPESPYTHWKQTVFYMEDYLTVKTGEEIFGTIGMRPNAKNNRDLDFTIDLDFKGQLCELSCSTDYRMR
# ABHD4 inh: inhibitors of mouse ABHD4; AID 720543; inhibition, % at 8.92 µM; Q8VD66; purified mABHD4, FP-Rh probe fluorescence polarization; hit rate 0.54% among 370,000;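 active = inhibition exceeding the mean over every tested compound plus 3 SD, cut at about 30% in these data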;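 note: 0% = plate median of compound wells and 100% = S159A mutant with DMSO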
#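 Test system: mABHD4 protein; Read-out basis: % inhibition; Incubation: 45 min + 60 min at 25 °C; Repeats: single replicate; Technique: fluorescence polarization with parallel and perpendicular emission, 525/598 nm; Compound: 8.92 µM, single dose; Benchmarks: full inhibition S159A mutant plus DMSO, zero as sample-well median.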
# * marks the source's active call; other numbers are inactive results; . = not tested or not shown. The list is partial; count on the stated rates, not on these rows.
SMILES,TCR-CD3 inh,LEDGF integ inh,HTRA1 inhibitor,GC-B act,MBD2 DNA inh,SIAE primary,TDP2 inh,rCAG binder,PRMT1 FP inh,ABHD4 inh
CNCCCOc1ccc(C)cc1OC,1,-2,3,1,2,-3,9,2,5,9
FC(F)(F)c1ccccc1NC1=NCCC1,2,3,3,3,-6,-3,1,-2,-7,-4
COc1cc(C2C(C#N)=C(N)OC3=C2C(=O)CC(C)(C)C3)c([N+](=O)[O-])cc1OC (centres undefined),5,-1,6,-10,-7,5,0,-5,19,7
Cc1cc(Cl)ccc1OCC(=O)NNC(=O)c1ccco1,4,-7,-2,1,2,-5,-15,-5,6,-7
COc1ccc(S(=O)(=O)N2CCOCC2)cc1NC(=O)c1cc(C)oc1C,-5,-4,-6,4,6,-6,6,7,1,2
O=C1CC(N2CCC(c3nc4ccccc4[nH]3)CC2)C(=O)N1c1ccccc1F (centres undefined),2,-6,-2,2,-2,10,-5,-2,32*,0
COc1ccc(CCNC(=O)C(=O)NCC2OCCN2C(=O)c2ccc(Cl)cc2)cc1 (centres undefined),-5,2,3,-2,-1,0,-8,-1,3,6
CC(C)C[C@@H](CN1CCCC1CN1C(=S)NC[C@@H]1Cc1ccc(O)cc1)N1C[C@H](Cc2ccc(O)cc2)N(CC2CCCCCC2)C1=S (some centres undefined),-3,1,-105,2,-1,-18,3,18,-1,-6
C=C(C)c1nc(Oc2ccccc2)nc(Oc2ccccc2)n1,4,-1,-11,-22,-3,-3,3,0,-4,-8
Cc1cc(C)n2nc(C(=O)OCC(=O)N(Cc3ccccc3)C(C)C)nc2n1,-5,-2,-2,2,4,5,-6,-6,2,0
O=C(O)CCN1C(=O)CC2(CCCCC2)C1=O,6,-1,3,1,-3,-1,6,-2,0,3
C[C@@H]1CN([C@H](C)CO)C(=O)Cc2cc(NC(=O)CCC(F)(F)F)ccc2O[C@@H]1CN(C)C(=O)NC1CCCCC1,1,-2,-1,2,4,2,-1,-4,2,-9
N#C/C(=C\c1c(N2CCC(C(N)=O)CC2)nc2ccccn2c1=O)C(=O)NCc1ccco1,-3,1,4,-7,-1,-3,-6,2,5,6
Cc1ccc(OCCCC(=O)Nc2nc3ccccc3[nH]2)cc1,2,1,1,-4,-3,10,7,0,-3,3
CCNC(=S)N1CCN(Cc2ccccc2)CC1,10,3,3,3,-4,2,8,-3,-4,1
CN(C)CCN(C(=O)c1ccc(S(=O)(=O)N2CCCC2)cc1)c1nc2ccc(Br)cc2s1,5,3,3,5,2,-2,9,-4,-3,-5
NC(=O)CSc1nc(C23CC4CC(CC(C4)C2)C3)nc2ccccc12,2,1,-36,-1,5,2,4,-8,1,1
C=CCNC(=O)c1onc(CS(=O)(=O)c2cc(C)cc(C)c2)c1C(=O)NCC=C,-4,-2,-6,4,3,3,5,-6,3,-1
COc1cc2c(cc1OC)/C(=C/C(=O)c1ccc(OC)c([N+](=O)[O-])c1)NCC2,5,1,6,2,3,-10,-5,3,-6,-3
C=CCSc1nc2c(c(=O)[nH]c(=O)n2C)n1C(C)C,1,1,-1,5,-4,-3,2,0,4,0
O=C(Nc1cccc(OC(F)(F)F)c1)C1Cc2c(-c3ccccc3Oc3ccccc3)ccnc2O1 (centres undefined),0,6,.,11,1,-21,-10,4,1,-18
O=C(Nc1ccc2c(c1)CCC2)c1ccccc1Br,-3,-6,-15,1,3,-8,-11,2,2,-7
COC(=O)c1cc(/C=C/c2ccccc2)on1,1,-4,-2,6,-6,2,6,-1,1,3
Cc1cccc(C)c1NC(=O)C1c2cccc[n+]2CC(=O)N1Cc1ccc2c(c1)OCO2 (centres undefined),-6,4,0,4,-2,-5,-7,3,2,6
CN(C)c1ccc(C(=O)C(O)c2ccccc2)cc1 (centres undefined),0,0,2,-1,2,3,-1,-1,-4,4

# Compound profiles, as listed above. Screens in order: TCR-CD3 inh | LEDGF integ inh | HTRA1 inhibitor | GC-B act | MBD2 DNA inh | SIAE primary | TDP2 inh | rCAG binder | PRMT1 FP inh | ABHD4 inh
# Profile of C=CCNC(=O)c1onc(CS(=O)(=O)c2cc(C)cc(C)c2)c1C(=O)NCC=C → -4 | -2 | -6 | 4 | 3 | 3 | 5 | -6 | 3 | -1
# Profile of Cc1cccc(C)c1NC(=O)C1c2cccc[n+]2CC(=O)N1Cc1ccc2c(c1)OCO2 (centres undefined) → -6 | 4 | 0 | 4 | -2 | -5 | -7 | 3 | 2 | 6
# Profile of COc1cc(C2C(C#N)=C(N)OC3=C2C(=O)CC(C)(C)C3)c([N+](=O)[O-])cc1OC (centres undefined) → 5 | -1 | 6 | -10 | -7 | 5 | 0 | -5 | 19 | 7

# (next part)
SMILES,TCR-CD3 inh,LEDGF integ inh,HTRA1 inhibitor,GC-B act,MBD2 DNA inh,SIAE primary,TDP2 inh,rCAG binder,PRMT1 FP inh,ABHD4 inh
CC(=O)Nc1ccc(NS(=O)(=O)c2ccc(CN3C(=O)c4cccnc4C3=O)cc2)cc1,-6,-8,5,1,1,-1,-3,3,4,1
CN(c1ccc(OCC(=O)NCCc2ccccc2)cc1)S(=O)(=O)c1ccc(Cl)cc1,-7,1,-19,-4,-7,-10,-24,0,-2,-6
O=C(N[C@H]1C=C[C@H](CC(=O)N2CCCCC2)O[C@@H]1CO)c1cccc(F)c1,0,1,.,8,-3,6,0,0,-2,2
COc1ccc(CN2C(NC(=O)OCc3ccccc3)=NC3=CC(C)(C)n4c(=O)n(-c5ccccc5)c(=O)n4C32)c(OC)c1 (centres undefined),.,-2,.,12,0,3,2,19,0,3
CC(=O)c1ccc2c3c(cccc13)CC2,8,-3,-11,3,3,-9,-1,5,-1,4
COC(=O)[C@@H](N[C@H](/C=C/c1ccccc1)[C@@H](O)Cc1ccccc1)C(C)C,11,2,.,-11,-1,-3,-11,2,-5,-5
O=C(COC(=O)c1n[nH]c2ccccc12)NC(=O)NC1CCCCC1,-4,7,-4,-10,-1,-1,-9,4,-2,-23
CC(=O)c1c(C)[nH]c(C(=O)CN2CCN(S(=O)(=O)c3ccccc3F)CC2)c1C,5,1,7,-7,1,1,8,3,0,2
C[C@@H]1CN([C@@H](C)CO)C(=O)CCCn2nncc2CO[C@H]1CN(C)C(=O)Nc1cccc2ccccc12,-7,3,1,4,8,9,2,2,8,4
CCOc1ccc(-n2c(SCC(=O)Nc3cccc4ccccc34)nnc2-c2ccncc2)cc1,.,-1,.,6,0,3,1,4,5,0
Cc1ccc2c(c1)c(CC(=O)Nc1ccc(F)cc1)c(C(=O)O)n2C,-2,0,1,-2,-1,5,-1,17,1,-1
CCOc1ccc(N2C(=O)c3cccnc3C2=O)cc1,4,-1,0,3,-6,8,3,-1,-2,3
CCC12CN(S(=O)(=O)c3ccc(C)cc3)CC(CC)(CN(S(=O)(=O)c3ccc(C)cc3)C1)C2=O,2,3,-2,6,-1,-28,-19,2,-3,-2
COc1ccc(C(=O)OCC(=O)c2ccc(Br)s2)c(OC)c1,-4,-5,-8,-3,-3,-2,-2,2,0,2
NNC(=O)c1cccnc1Oc1ccccc1,6,-2,2,0,6,4,-12,0,-5,0
Cc1ccc(C(=O)CSc2nnc(-c3ccco3)n2C)cc1,-3,-2,-1,7,1,1,7,-5,0,2
CC(=O)NS(=O)(=O)c1ccc(NC(=O)c2cccc3ccccc23)cc1,1,-6,-1,1,2,-1,9,5,3,4
O=C(NCc1ccco1)C1CCCCC1,5,-5,7,2,-6,3,-1,0,-3,0
O=C(Cn1c(=O)sc2ccccc21)NCCOc1ccccc1F,8,-3,4,0,-6,0,16,-3,-1,-8
C#CCN1C(=O)[C@@](O)(c2cccn2C)c2cc(F)ccc21,.,6,.,1,2,-1,-9,1,-4,-7
O=C1CCCc2c1[nH]c1c(Br)cccc21,4,3,-5,2,0,-6,-3,7,-2,-4
COc1ccccc1CNC(=O)COC(=O)c1cnccn1,2,0,8,2,-3,1,3,5,0,-3
C/C(=N\N=C1\NC(=O)C(CC(=O)O)S1)c1ccccn1 (centres undefined),-3,-9,.,-3,4,-7,-19,-2,-2,-9
C=CCn1c(-c2cccc(OC)c2OC)n[nH]c1=S,1,-2,5,0,2,10,0,-4,-4,-1
CC1CCCCN1C(=O)Cn1cnc2cc([N+](=O)[O-])ccc2c1=O (centres undefined),4,1,2,-8,0,-7,4,1,0,2

# Other results:
SMILES,TCR-CD3 inh,LEDGF integ inh,HTRA1 inhibitor,GC-B act,MBD2 DNA inh,SIAE primary,TDP2 inh,rCAG binder,PRMT1 FP inh,ABHD4 inh
O=C(COC(=O)CNC(=O)c1ccccc1F)Nc1ccc2c(c1)OCCO2,1,3,1,-1,1,7,1,-3,1,-5
O=C(CSc1nnc(-c2ccncc2)o1)c1cccc([N+](=O)[O-])c1,-5,2,0,0,-2,3,11,5,6,6
N#CCCN(C(=O)COC(=O)c1cc2ccccc2oc1=O)c1ccccc1,4,3,9,3,1,9,5,4,-1,2
CC1=NN(c2cccc(C(=O)O)c2)C(=O)/C1=C\C=C\c1ccco1,19*,78*,16,-6,70*,12,22,56*,27*,40*
COc1ccc(S(=O)(=O)NCC2CCCN(C(=O)CCSC)C2)cc1 (centres undefined),-1,-3,-1,2,1,-4,5,-3,1,2
CC1=C(C(=O)OC(C)C)C(c2ccc(Br)s2)NC(=O)N1 (centres undefined),2,-4,-7,-11,-1,3,-6,-5,2,7
COc1ccc2[nH]cc(S(=O)(=O)c3ccc(F)cc3)c(=O)c2c1,-4,-2,3,-8,4,-7,-4,2,4,2
COC(=O)[C@@]12C[C@@H](CC(=O)N3CCN(C(=O)C4CC4)CC3)C(=O)N(Cc3ccccc3)C1=CCC(C)(C)C2,2,-1,.,-5,1,1,7,0,2,1
CCCC[C@@H]1CNC(=S)N1CCC12CC3CC(CC(C3)C1)C2,0,-1,-9,3,-6,2,2,2,1,2
CCC(=O)Nc1c(-c2ccccc2Cl)c(=O)c2ccccc2n1CC,3,1,1,0,-3,1,0,1,-3,-1
Cc1ccc(N(Cc2ccc(C(=O)NC3CCCCC3)cc2)S(C)(=O)=O)cc1C,8,3,-6,8,-5,0,-9,-1,-1,1
Cc1cccc(C)c1NC(=O)CNC(=O)CCCc1c[nH]c2ccccc12,4,5,2,-3,3,4,-8,0,-8,2
CC(=O)N1CCc2cc(S(=O)(=O)NCCCN3CCCCC3)ccc21,0,-2,6,4,0,2,-5,-1,-12,-2
COc1ccccc1NC(=S)NCc1ccccc1Cl,6,-1,-1,1,-3,8,13,-2,0,3
CCCNC(=O)c1n[nH]c(=O)c2ccccc12,8,2,0,-3,-3,-3,-7,0,-2,2
O=C(CSc1nnc(COc2ccccc2)n1-c1ccccc1)Nc1ccc2c(c1)OCCO2,.,0,.,2,2,2,2,4,4,-3
CC(C)n1cc(/C(N)=N/O)c(=O)n(Cc2ccccc2)c1=O,4,-3,.,11,0,11,-5,-3,-1,9
CCOC(=O)CN1C(=O)N[C@@H](c2cccc(C(F)(F)F)c2)[C@H](C(C)=O)[C@H]1C,-1,5,-3,0,3,-5,-7,-7,0,-4
Cc1ccc(NS(=O)(=O)c2ccc3c(c2)CCN3C(=O)CCC(=O)O)cc1Cl,5,0,-7,5,-6,-5,14,20,-6,-7
O=[N+]([O-])c1cc(CN(CCO)CCO)ccc1O,-4,2,-1,-3,4,-5,-13,3,9,5
CCOc1ccccc1-n1c(SCC(=O)N2CCCC2)nnc1-c1ccoc1C,5,1,-2,-6,-2,1,1,-6,3,2
